HePTP inh: inhibitors of human HePTP phosphatase, primary screen, biochemical, absorbance, leukemia target; Tyrosine-protein phosphatase non-receptor type 7 (Homo sapiens), P35236; 110,000 tested, 0.64% active; recombinant HePTP phosphatase activity, OD absorbance; AID 521, 2006; inhibition, % at 20 µM; in the data active = inhibition above about 50%;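 also: plate controls were vehicle for no effect and reference inhibitor for full effect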
Target sequence (P35236 whole entry, looked up): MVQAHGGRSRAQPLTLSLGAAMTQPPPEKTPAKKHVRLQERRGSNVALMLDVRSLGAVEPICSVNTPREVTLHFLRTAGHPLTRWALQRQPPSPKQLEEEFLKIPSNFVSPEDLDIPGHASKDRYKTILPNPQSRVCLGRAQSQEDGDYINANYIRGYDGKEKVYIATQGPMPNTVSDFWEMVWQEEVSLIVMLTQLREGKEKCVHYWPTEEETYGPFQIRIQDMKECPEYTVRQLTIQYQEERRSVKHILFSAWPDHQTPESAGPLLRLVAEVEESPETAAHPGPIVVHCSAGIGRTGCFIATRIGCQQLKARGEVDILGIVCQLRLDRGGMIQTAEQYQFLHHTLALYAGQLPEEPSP
BAP1 block: inhibitors of BAP1 deubiquitinase, primary screen, biochemical, Ub-AMC fluorescence, kinetic; recombinant BAP1, Ub-AMC hydrolysis fluorescence kinetic; active compounds read low; Ubiquitin carboxyl-terminal hydrolase BAP1 (Homo sapiens), Q92560; activity remaining (% of control), % at 20 µM; 72,000 tested, 0.48% active; AID 436, 2006;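 active = activity remaining at or below 50% of control, provided the compound also passes the data quality filters; inactive = the rest, including low values that fail the filters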;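 also: 100% = DMSO wells rate and 0% = substrate alone blank rate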
Target sequence (Q92560 whole entry, looked up): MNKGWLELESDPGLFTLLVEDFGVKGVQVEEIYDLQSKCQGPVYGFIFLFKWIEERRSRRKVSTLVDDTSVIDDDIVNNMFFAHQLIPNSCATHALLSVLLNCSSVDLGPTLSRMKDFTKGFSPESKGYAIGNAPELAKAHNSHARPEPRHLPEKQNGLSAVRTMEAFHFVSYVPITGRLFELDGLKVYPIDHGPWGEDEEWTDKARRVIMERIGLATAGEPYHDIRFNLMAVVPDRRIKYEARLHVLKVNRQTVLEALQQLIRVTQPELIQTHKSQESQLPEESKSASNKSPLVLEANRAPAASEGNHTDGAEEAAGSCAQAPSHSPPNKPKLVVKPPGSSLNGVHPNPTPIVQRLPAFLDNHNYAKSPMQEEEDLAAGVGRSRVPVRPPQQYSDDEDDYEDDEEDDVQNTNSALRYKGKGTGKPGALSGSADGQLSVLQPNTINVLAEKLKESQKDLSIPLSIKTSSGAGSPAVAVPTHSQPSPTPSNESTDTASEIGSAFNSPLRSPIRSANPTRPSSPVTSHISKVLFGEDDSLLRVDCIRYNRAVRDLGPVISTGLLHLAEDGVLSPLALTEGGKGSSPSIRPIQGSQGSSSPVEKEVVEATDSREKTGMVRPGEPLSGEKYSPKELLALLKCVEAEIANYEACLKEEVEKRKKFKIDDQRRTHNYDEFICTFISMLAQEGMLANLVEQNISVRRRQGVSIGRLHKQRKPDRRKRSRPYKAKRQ
* = called active by the depositor; x = not tested or not shown; & = joins results of further samples.

Fields: HePTP inh | BAP1 block
#1 COC(=O)c1c(NC(=O)c2cnccn2)sc2c1CCCCC2
    4 | x
#2 CC1(C)CC(=O)C2=C(C1)Nc1ccccc1N(C(=O)Cc1ccc(Cl)cc1)C2c1cccnc1 (stereo not drawn)
    x | 99
#3 Cc1ccccc1C(=O)NN1C(=O)/C(=C\c2cccs2)SC1=S
    2 | x
#4 CS(=O)(=O)N1CCN(Cc2ccccc2C(F)(F)F)CC1
    0&-6 | 109
#5 CCc1nccn1S(=O)(=O)c1ccc(OC)c(OC)c1
    3 | 95
#6 O=C(NC(Nc1ccccc1Cl)C(=O)c1ccccc1)c1ccco1 (stereo not drawn)
    -7 | x
#7 COc1ccc(NC(=O)COC(=O)c2ccc(Br)o2)cc1OC
    6 | 104
#8 CCOC(=O)c1sc(NC(=O)C2CCCO2)c(C(=O)OCC)c1C (stereo not drawn)
    4 | 81
#9 COc1ccc(C2(CC#N)CCOC(C)(C)C2)cc1 (stereo not drawn)
    x | 171
#10 COc1cc(C)nc(OCCNS(=O)(=O)c2cc(C)ccc2C)n1
    1 | 89
#11 O=C(CN1CCN(C(=O)c2ccccc2)CC1)Nc1ccc(Br)cn1
    -4 | 70
#12 O=C(NCCCN1CCOCC1)C1(c2ccccc2)CCCC1
    4 | 93
#13 O=C(COc1ccc2ccccc2c1)NCCc1ccccc1
    -7 | x
#14 COc1ccccc1N1CCN(S(=O)(=O)c2ccc3ccccc3c2)CC1
    12 | x
#15 Cc1cc(-c2nnc(SCc3ccccn3)o2)no1
    7 | 64
#16 S=C(NNc1nc2ccccc2s1)NC1CCCCC1
    6 | x
#17 CC1(C)CC(=O)C(C=NCCN2CCN(C(=O)NC34CC5CC(CC(C5)C3)C4)CC2)=C(O)C1
    10 | x
#18 NC(=O)N/N=C(/c1ccc2c(c1)OCCO2)C1CC1
    13 | x
#19 COc1ccc(/C=C2\C(=O)NN(c3ccccc3)C2=O)c(OC)c1OC
    -8 | x
#20 CCCNC(=S)N1CC2(C)CN(C(=O)C(=O)OC)CC(C)(C1)C2=O
    4 | x
#21 O=c1c2c(nc3nc(Cc4ccccc4)[nH]n13)CCC2
    11 | 96
#22 CCOC(=O)C1=C(C)N=c2s/c(=C\c3ccccc3F)c(=O)n2C1c1ccc(OC)c(OC)c1 (stereo not drawn)
    4 | x
#23 O=C(CN1CCOCC1)Nc1ncccn1
    -11 | x
#24 CCOC(=O)c1ccc2ncc(C(=O)OCC)c(NCCN(C)C)c2c1
    9 | 81
#25 COc1ccc(Cl)cc1NC(=O)CSc1nnc(Cc2cccn2C)n1-c1ccc(F)cc1
    9 | 83
#26 COc1ccc(S(=O)(=O)NNC(=O)c2cccc(Br)c2)cc1
    10 | x
#27 O=c1[nH]c(-c2ccc(-c3ccc([N+](=O)[O-])cc3)o2)nc2sc3c(c12)CCCC3
    8 | x
#28 O=C(OCc1ccccc1)c1cccc(N2C(=O)C3C4CCC(C4)C3C2=O)c1 (stereo not drawn)
    x | 85
#29 Cc1cccc(/C(N)=N/OC(=O)COc2ccc(Cl)cc2)c1
    8 | x
#30 COc1ccc(OC)c(C2/C(=C(/O)c3ccc(C)cc3)C(=O)C(=O)N2Cc2ccco2)c1 (stereo not drawn)
    0 | x

20 of the compounds above, screen by screen:
[6] O=C(NC(Nc1ccccc1Cl)C(=O)c1ccccc1)c1ccco1 (stereo not drawn)
[7] COc1ccc(NC(=O)COC(=O)c2ccc(Br)o2)cc1OC
[8] CCOC(=O)c1sc(NC(=O)C2CCCO2)c(C(=O)OCC)c1C (stereo not drawn)
[9] COc1ccc(C2(CC#N)CCOC(C)(C)C2)cc1 (stereo not drawn)
[10] COc1cc(C)nc(OCCNS(=O)(=O)c2cc(C)ccc2C)n1
[11] O=C(CN1CCN(C(=O)c2ccccc2)CC1)Nc1ccc(Br)cn1
[12] O=C(NCCCN1CCOCC1)C1(c2ccccc2)CCCC1
[13] O=C(COc1ccc2ccccc2c1)NCCc1ccccc1
[14] COc1ccccc1N1CCN(S(=O)(=O)c2ccc3ccccc3c2)CC1
[15] Cc1cc(-c2nnc(SCc3ccccn3)o2)no1
assay / compound | 6 | 7 | 8 | 9 | 10 | 11 | 12 | 13 | 14 | 15
HePTP inh | -7 | 6 | 4 | x | 1 | -4 | 4 | -7 | 12 | 7
BAP1 block | x | 104 | 81 | 171 | 89 | 70 | 93 | x | x | 64

[16] S=C(NNc1nc2ccccc2s1)NC1CCCCC1
[17] CC1(C)CC(=O)C(C=NCCN2CCN(C(=O)NC34CC5CC(CC(C5)C3)C4)CC2)=C(O)C1
[18] NC(=O)N/N=C(/c1ccc2c(c1)OCCO2)C1CC1
[19] COc1ccc(/C=C2\C(=O)NN(c3ccccc3)C2=O)c(OC)c1OC
[20] CCCNC(=S)N1CC2(C)CN(C(=O)C(=O)OC)CC(C)(C1)C2=O
[21] O=c1c2c(nc3nc(Cc4ccccc4)[nH]n13)CCC2
[22] CCOC(=O)C1=C(C)N=c2s/c(=C\c3ccccc3F)c(=O)n2C1c1ccc(OC)c(OC)c1 (stereo not drawn)
[23] O=C(CN1CCOCC1)Nc1ncccn1
[24] CCOC(=O)c1ccc2ncc(C(=O)OCC)c(NCCN(C)C)c2c1
[25] COc1ccc(Cl)cc1NC(=O)CSc1nnc(Cc2cccn2C)n1-c1ccc(F)cc1
assay / compound | 16 | 17 | 18 | 19 | 20 | 21 | 22 | 23 | 24 | 25
HePTP inh | 6 | 10 | 13 | -8 | 4 | 11 | 4 | -11 | 9 | 9
BAP1 block | x | x | x | x | x | 96 | x | x | 81 | 83

Continued:
Fields: HePTP inh | BAP1 block
#31 CCn1c2ccccc2c2cc(CN3CCN(S(=O)(=O)c4ccccc4)CC3)ccc21
    -3 | x
#32 CC1CCCN(C(=O)C(Cc2ccccc2)n2cccc2)C1 (stereo not drawn)
    -9 | 103
#33 Cc1cc(C)cc(N2C(=O)/C(=C/c3ccc(Oc4ccc([N+](=O)[O-])cn4)cc3)C(=O)NC2=S)c1
    0 | x
#34 c1ccc(-c2nc3nonc3c3nc4ccccc4n23)cc1
    6 | 53
#35 O=C(O)C1C2C=CC(O2)C1C(=O)Nc1nccs1 (stereo not drawn)
    104* | x
#36 COc1cc2c(cc1NC(=O)COc1ccc(C)cc1Br)oc1ccccc12
    -8 | x
#37 Cc1cc(Cl)c(S(=O)(=O)NC(C(=O)O)c2ccccc2)cc1OCC(N)=O (stereo not drawn)
    4 | 90
#38 O=C(CC1Sc2ccc(C(F)(F)F)cc2NC1=O)Nc1ccccc1Cl (stereo not drawn)
    0 | x
#39 COc1cc2nc(=S)n3[nH]c(CCn4nc(C)cc4C)nc3c2cc1OC
    10 | 124
#40 CCn1c(N2CCN(CC(=O)c3c[nH]c4ccccc34)CC2)nc2c1c(=O)[nH]c(=O)n2C
    -6 | 93
#41 COc1cccc(C(=O)N2CCN(C(=O)c3cccc(F)c3)CC2)c1
    1 | 126
#42 Cc1cccc(N2C(=O)c3ccc(C(=O)O)cc3C2=O)n1
    2 | x
#43 Cc1ccc(S(=O)(=O)N(CC(=O)NC2CCCC2)Cc2ccccc2)cc1
    -4 | x
#44 NC12CC3CC(CC(C3)C1)C2
    x | 97
#45 COc1ccc(C(=O)Cn2nnc(-c3cccs3)n2)cc1
    6 | 113
#46 COC(=O)c1cccnc1-n1c(=O)c2cccnc2n(Cc2cccc(OC)c2)c1=O
    -5 | 85
#47 CC(=O)c1ccc(NC(=O)CSCC(=O)Nc2ccc3ccccc3c2)cc1
    8 | x
#48 O=C(c1ccc(S(=O)(=O)N2CCC(c3nc4ccccc4s3)CC2)cc1)N1CCOCC1
    -9 | 104
#49 COc1cccc(NC(=O)CSc2nc3ccccc3c(=O)n2CCCC(=O)N2CCCC2)c1
    5 | 99
#50 COCCCNC(=O)CCC(=O)Nc1ccc2nc(N3CCOCC3)cc(C)c2c1
    -6 | x
#51 NC(=O)CSc1nc2ccccc2n1CCOc1ccc(Cl)cc1
    11 | x
#52 Cn1c(/C=C/c2ccco2)nc2ccccc21
    5 | x
#53 CN1CCOc2cc(S(=O)(=O)Nc3ccc(F)cc3)ccc21
    4 | 101
#54 COC(=O)c1c(C)oc2cc(Br)c(OCC(=O)c3ccc(OC)cc3)cc12
    -4 | x
#55 COc1cc(CN2CCN(Cc3ccc(OC)c(OC)c3OC)CC2)cc(OC)c1O
    0 | x
#56 Cc1cc(N2CCCC2)n2nc(C)nc2n1
    5 | 94
#57 Cc1cccc(C)c1NC(=O)Cn1c(=O)n(CCC(=O)NCc2ccco2)c(=O)c2sccc21
    7 | 95
#58 COc1ccc2c(c1)OC13CCN(C)CC1C2C(C(=O)c1ccc(F)cc1)C(=O)N3 (stereo not drawn)
    -2 | 94
#59 Cc1noc(C)c1CSc1ncnc2ccccc12
    8 | 98
#60 Cc1cc(NC(=O)CCc2ccccc2)no1
    -27 | x

Part of the list above, reformatted.
53: CN1CCOc2cc(S(=O)(=O)Nc3ccc(F)cc3)ccc21
54: COC(=O)c1c(C)oc2cc(Br)c(OCC(=O)c3ccc(OC)cc3)cc12
55: COc1cc(CN2CCN(Cc3ccc(OC)c(OC)c3OC)CC2)cc(OC)c1O
entry no.	53	54	55
HePTP inh	4	-4	0
BAP1 block	101	x	x

(cont.)
Fields: HePTP inh | BAP1 block
#61 Cc1cc(NC(=O)c2ccc(Cl)cc2)ccc1NC(=O)c1ccccc1
    5 | x
#62 O=C(CN(c1ccc(Cl)cc1Cl)S(=O)(=O)c1ccccc1)NC1CCCC1
    -4 | x
#63 Cc1oc(/N=C/c2ccc3c(c2)OCO3)c(C#N)c1C
    1 | 87
#64 Cc1cc(NC(=O)CN2CCCCC2C)nc2c1c(=O)oc1ccccc12 (stereo not drawn)
    6 | 84
#65 Cc1ccc(NC(=O)C(C)N2CCOCC2)c(C(=O)c2ccccc2)c1 (stereo not drawn)
    6 | 94
#66 COc1cccc(NC(=O)c2ccccc2-c2nc(-c3cccc(C)c3)no2)c1
    5 | 56
#67 Cc1noc(/C=C/N(C)C)c1S(=O)(=O)N1CCCC(C(=O)NCc2ccc(F)cc2)C1 (stereo not drawn)
    2 | 64
#68 CCOC(=O)CNC(=O)c1ccc(-c2ccccc2)cc1
    -6 | x
#69 CC1(C)Cc2c(C#N)c(N3CCOCC3)nc(Cc3ccccc3)c2CO1
    7 | 87
#70 O=C(Nc1ccncc1)c1cc2ccccc2oc1=O
    -8 | 98
#71 COc1cccc2cc(-c3nnc(SCC(=O)NCc4ccccc4)n3C)oc12
    9 | 96
#72 COc1cc(Br)cc(C=Nc2ccc(C)cn2)c1O
    1 | x
#73 Cc1nc2sc(C)c(C)c2c(=O)o1
    6 | 95
#74 Cc1ccc2oc(-c3cccc(NC(=O)/C=C/c4ccc(-c5ccccc5[N+](=O)[O-])o4)c3C)nc2c1
    -15 | x
#75 Cc1onc(-c2c(Cl)cccc2Cl)c1C(=O)NCCN1CCOCC1
    16 | 134
#76 CC(Oc1ccccc1)C(=O)Nc1cccc(C(F)(F)F)c1 (stereo not drawn)
    4 | x
#77 Clc1ccc(-n2ncc3c(NCC4CCCO4)ncnc32)cc1 (stereo not drawn)
    3 | 86
#78 COC(=O)c1ccc(NC(=O)c2c(-c3ccccc3Cl)noc2C)cc1
    x | 53
#79 Cc1ccc(CN2CCN(C3CCCCC3)CC2)cc1
    -12 | x
#80 Cc1cc(C(=O)Nc2nnc(C3CCCCC3)s2)cs1
    5 | x
#81 COc1ccc(-c2nc3cc(C)ccc3o2)cc1N=Cc1cc(Br)cc(OC)c1O
    x | 106
#82 CCCCSc1nc2ccccc2c(=O)n1Cc1ccccc1
    2 | x
#83 N#CC1=C(SCC(=O)Nc2ccccc2)NC(=O)C(C#N)C12CCCC2 (stereo not drawn)
    3 | x
#84 COc1ccc(Cl)cc1NC(=O)c1oc(C)nc1C
    -2 | 114
#85 C(=N\n1cnnc1)/c1cn(-c2cccs2)nc1-c1ccccc1
    -11 | x
#86 CCC(Sc1ccc2nnc(-c3ccc(F)cc3)n2n1)C(=O)OC (stereo not drawn)
    10 | 105
#87 Cc1ccc(C(=O)C2CCN(CC(=O)NC3CCCCC3)CC2)cc1
    4 | 84
#88 OCCN(Cc1ccccc1)Cc1cccc(C(F)(F)F)c1
    14 | 95
#89 CCCCP(=O)(CCCC)Cc1ccccc1O
    -2 | 94
#90 CN1CCN(/N=C/c2ccc(Cl)cc2Cl)CC1
    9 | x
#91 O=C(c1ccco1)N1CCN(C(c2ccccc2)c2ccccc2)CC1
    4 | x
#92 Cc1sc2c(c1C)CN(C1CC(C)(C)NC(C)(C)C1)CN2C(=O)c1ccco1
    3 | 97
#93 COc1cc(NC(=O)/C=C/c2ccc(Cl)cc2)ccc1NC(=O)c1ccco1
    7 | x
#94 CC(=O)c1ccc(OCCCC(=O)OCc2nnc(-c3ccc(Cl)cc3)o2)cc1
    -2 | 134
#95 COc1cccc(OC)c1C(=O)Nc1ccc(C(=O)Oc2ccccc2)c(O)c1
    -12 | x
#96 O=c1/c(=C/c2cccc(OCc3ccccc3F)c2)sc2nc3ccccc3n12
    -5 | x
#97 CCc1c(-c2ccccc2)nc2nc(C)c(C)nn12
    -8 | 82
#98 CCOC(=O)c1ccc(N2NC(=O)/C(=C/c3cccc([N+](=O)[O-])c3)C2=O)cc1
    28 | x
#99 CC1CCCCN1CCNS(=O)(=O)c1ccc2c(c1)oc(=O)n2C (stereo not drawn)
    9 | 92
#100 Cc1cc2nc3n(c2cc1C)CCCN3
    -1 | x
#101 O=C(NC1CCCCC1)/C(=N\O)c1ccccn1
    2 | 94
#102 CCCCn1c(NC(C)=O)c(C#N)c2nc3ccccc3nc21
    10 | 347
#103 Cc1ccc(OCC(=O)n2cnnc2N)cc1
    5 | x
#104 O=P(c1ccccc1)(c1ccccc1)C1CCCO1 (stereo not drawn)
    3 | 87

Looked up above.
Under HePTP inh, #1 reads 4
Under BAP1 block, #39 reads 124
Under HePTP inh, #3 reads 2
Under BAP1 block, #40 reads 93
Under BAP1 block, #92 reads 97

Screening results: PubChem BioAssay, several laboratories
